aSyn UTR inh: 5' untranslated region of α-synuclein, MLPCN primary screen; inhibition, % (tested at 7.5 µM); 0.82% of 300,000 active; alpha-synuclein 5'UTR reporter, inhibitor activity; in the data active means inhibition above about 60%; inconclusive means no clear call, values can overlap the other calls;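 further: H4 neuroglioblastoma cells stably carrying SNCA 5'UTR luciferase fusion; 0% = DMSO wells and 100% = positive control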
GSK3B inh: blocks human GSK3beta kinase activity; 0.038% of 300,000 active; P49841; AID 2097; activity score (negative = inhibition), % at 10 µM; GST-GSK3beta kinase, ADP-Glo luminescence, 60 min; stronger effect = lower value;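 active means more than half of replicate wells score below -50%, meaning over 50% inhibition versus plate controls; inconclusive means some replicates but at most half score below -50%; inactive means no replicate scores below -50%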;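 further: 0% = median DMSO wells and -100% = median GW8510 positive control wells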
Target sequence (P49841 whole entry, looked up): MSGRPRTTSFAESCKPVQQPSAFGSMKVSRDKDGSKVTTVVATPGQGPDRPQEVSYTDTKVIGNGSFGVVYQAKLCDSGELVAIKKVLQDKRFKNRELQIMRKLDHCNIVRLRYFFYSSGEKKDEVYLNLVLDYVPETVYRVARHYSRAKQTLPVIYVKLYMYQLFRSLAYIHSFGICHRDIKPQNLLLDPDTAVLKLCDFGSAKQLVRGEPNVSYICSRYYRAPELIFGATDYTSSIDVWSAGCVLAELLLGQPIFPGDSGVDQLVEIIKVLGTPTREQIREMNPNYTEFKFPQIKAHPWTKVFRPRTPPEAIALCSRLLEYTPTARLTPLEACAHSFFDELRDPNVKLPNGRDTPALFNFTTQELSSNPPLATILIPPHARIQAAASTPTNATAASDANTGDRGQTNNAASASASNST
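test system = GST-tagged human GSK3beta kinase, cell-free | reagent = 25 µM ATP with peptide substrate | dosing = one dose of 10 µM per compound | schedule = 60 min reaction, RT | detection = luminescent ADP-Glo measurement of ADP formed | control set = DMSO neutral wells and GW8510 at 20 µM as positive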
HSF-1 act: increases HSF-1 driven luciferase reporter signal; 1.7% of 300,000 active; AID 504408; activation, % at 9 µM; NIH3T3-HGL HSF-1 luciferase reporter, MG132, 8 h; 100% = twice DMSO control signal;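 active means mean replicate activation of at least 50% with a set share of replicates each reaching 50%; inconclusive means only one of those two conditions met; inactive means mean below 50% and too few replicates reaching it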;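 further: 0% = median of the neutral control wells and 100% = twice that signal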
GSK3A inh: inhibitors of human GSK-3 alpha kinase; P49840; 0.1% of 320,000 active; inhibition, % at 10 µM; AID 2650; ADP-Glo luminescence, 60 min;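 in the data active means inhibition above about 50%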;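 further: GST-tagged GSK-3 alpha with peptide substrate and 25 µM ATP; 0% = DMSO neutral wells and 100% = GW8510 positive control wells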
Target sequence (P49840 whole entry, looked up): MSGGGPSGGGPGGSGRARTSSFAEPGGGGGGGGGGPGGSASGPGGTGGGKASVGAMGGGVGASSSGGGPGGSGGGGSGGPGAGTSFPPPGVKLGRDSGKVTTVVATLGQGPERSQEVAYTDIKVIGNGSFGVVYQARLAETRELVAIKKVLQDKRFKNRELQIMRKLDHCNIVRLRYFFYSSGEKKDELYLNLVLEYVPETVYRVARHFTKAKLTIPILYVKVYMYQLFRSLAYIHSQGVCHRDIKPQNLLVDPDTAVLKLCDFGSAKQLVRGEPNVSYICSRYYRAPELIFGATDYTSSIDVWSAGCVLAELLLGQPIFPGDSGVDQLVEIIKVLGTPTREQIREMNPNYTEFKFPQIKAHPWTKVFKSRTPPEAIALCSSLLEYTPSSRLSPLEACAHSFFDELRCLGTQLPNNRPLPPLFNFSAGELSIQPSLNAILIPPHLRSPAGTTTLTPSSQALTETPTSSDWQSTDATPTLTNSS
HSP90 refold inh: inhibitors of HSP90 luciferase refolding in rabbit reticulocyte lysate; luciferase refolding luminescence, 3 h; inhibition, % at 5.6 µM; 0.91% of 290,000 active; AID 1789;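 active means inhibition above the screen-wide mean plus 3 SD, computed separately per campaign, cut at about 16% in these data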;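 further: 0% = DMSO wells and 100% = 60 µM geldanamycin wells; inhibitors lower the luminescence because luciferase stays unfolded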
AI-2 QS modul: modulates the Vibrio harveyi AI-2 quorum sensing system. Vibrio harveyi JMH597 AI-2 luminescence/OD600 ratio, 9 h; stronger effect = lower value; strain lacks LuxN and CqsS sensors; 0 = neutral-control median. activity change, % at 7.5 µM. 0.4% of 300,000 active. AID 2094; in the data active means activity change below about -75%, passing the limit was not always enough; inconclusive means no clear call, values can overlap the other calls;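 further: luminescence divided by OD600 gain over 9 h not by final OD600 alone; inactives centre near 13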
IEC-6 cytotox: kills IEC-6 intestinal cells in KLF5 counter-screen. AID 1825. inhibition, % at 5 µM. 0.78% of 290,000 active. IEC-6 cytotoxicity, luminescence viability; in the data active means inhibition above about 22%;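 further: 0% = plate median of test compound wells and 100% = cytotoxic reference compound wells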
HIF activator: HIF pathway transcriptional activation. U2OS HRE-luciferase reporter, luminescence; normalized: DMSO 0%, desferrioxamine 100%. activation, % at 7.5 µM (by protocol). 0.32% of 300,000 active;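 active means mean activation of at least 10% of the iron chelator positive control signal, with at least half of replicates also reaching 10%; inconclusive means mean and replicate majority disagree about reaching 10%; inactive means mean and most replicates under 10%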
KLF5 inhibitor: kruppel-like factor 5 inhibition. inhibition, % at 5 µM. 0.23% of 290,000 active. DLD-1 KLF5 promoter-luciferase reporter, luminescence;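 active means inhibition above a per-plate limit of that plate's mean compound inhibition plus 3 SD, cut at about 60% in these data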;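 further: 0% = DMSO wells and 100% = LY294002 at 200 µM; higher means less KLF5 promoter-driven luciferase light; inactives centre near -14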
HSF1 inh: HSF1 inhibition | NIH3T3-HGL HSE-luciferase, MG132-induced, luminescence 8 h; stronger effect = lower value | activity change, negative = inhibition, % at 7.5 µM (by protocol) | 0.77% of 300,000 active | AID 2098;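 active means more than half of replicate wells show activity change below -50%, luminescence cut by over half; inconclusive means some wells, but at most half, below -50%; inactive means no replicate well below -50%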;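 further: luciferase reports HSF-1 transcriptional activity via heat shock element; 0% = median of DMSO wells and -100% = zero luminescence signal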
* hit, by the source's call; ? = inconclusive; . = no result given.

SMILES | aSyn UTR inh | GSK3B inh | HSF-1 act | GSK3A inh | HSP90 refold inh | AI-2 QS modul | IEC-6 cytotox | HIF activator | KLF5 inhibitor | HSF1 inh
COc1cc(C=C(c2nc3ccccc3s2)c2nc3ccccc3s2)cc(OC)c1O | -98 | -3 | ? | 0 | 1 | 19 | 8 | 0.6 | -9 | 24
Cc1sc(N2C(=O)C3C4C=CC(C4)C3C2=O)c(C#N)c1C (centres undefined) | -2 | -2 | -5 | -1 | 0 | 19 | -5 | -0.4 | -7 | -3
Cc1occc1C(=O)Nc1cccc(C(=O)NCc2ccccc2)c1 | 14 | -3 | 0 | 3 | -5 | 39 | -4 | -0.3 | 0 | 2
O=C(NC(C(=O)O)c1ccccc1)c1ccc(S(=O)(=O)N2CCOCC2)cc1 (centres undefined) | . | -2 | . | 1 | 1 | 9 | 2 | . | -25 | .
COc1ccccc1N(CC(=O)NC1CCCC1)S(=O)(=O)c1ccc(C)cc1 | -9 | 5 | 8 | -2 | -2 | 10 | -11 | -0.4 | -26 | 0
Cc1ccccc1C1CC(c2cccs2)=NN1S(C)(=O)=O (centres undefined) | -9 | 1 | 4 | -3 | 0 | 12 | 0 | 0.3 | -12 | -8
CCCCCNc1nc2sc3c(c2c(=O)n1-c1cccc(Cl)c1)CCN(C)C3 | . | -1 | . | 1 | 2 | 25 | 5 | . | -10 | .
Cc1nn2c(-c3ccncc3)ccnc2c1Br | 45 | 5 | -14 | . | 0 | 17 | 1 | 0.1 | 3 | -5
Cn1c(=O)c(=O)n(C)c2cc(N3CCOCC3)c(NS(=O)(=O)c3ccc([N+](=O)[O-])cc3)cc21 | -1 | -6 | 3 | 3 | 2 | 11 | 3 | 0.3 | -13 | 0
COCC(=O)Nc1nnc(SCC(=O)NCc2cccs2)s1 | -12 | -1 | 0 | 0 | -1 | 26 | -2 | 0.3 | 3 | -6
CCC(C)NC(=O)CSc1nc2cc3c(cc2c(=O)n1Cc1ccco1)OCO3 (centres undefined) | -7 | . | 4 | . | 1 | . | -7 | -0.5 | -51 | 2
COC(=O)CSc1nc(N)c(NC(=O)c2ccc(OC)c(OC)c2)c(=O)[nH]1 | -6 | 3 | -11 | 0 | -2 | 31 | 6 | 0.4 | -94 | 5
CC(=O)c1ccc(N2CCN(C(=O)c3cc(C)on3)CC2)cc1 | -2 | -4 | 2 | -1 | 2 | 29 | -7 | 0.2 | 7 | -6
NC(N)=NS(=O)(=O)c1ccc(NC(=S)NC(=O)/C=C/c2ccccc2)cc1 | 8 | -1 | -1 | 0 | -2 | 43 | -8 | -1.0 | -28 | 1
COc1ccccc1/C=C1\CCCC2=C1Nc1nnnn1C2c1ccccc1OC (centres undefined) | . | . | . | 0 | 0 | . | 0 | . | -1 | .
Cc1c(Cl)cccc1N/C(SCC(=O)N1CCCCCC1)=C(/C#N)c1nc2ccccc2s1 | -66 | -2 | 2 | 13 | -2 | 10 | -1 | -0.5 | 2 | 5
Cc1ccc(S(=O)(=O)N2CCC(C(=O)NCCC3=CCCCC3)CC2)cc1C | 8 | 3 | -3 | -2 | . | 32 | . | 0.1 | . | 9
CCOC(=O)c1nc(NCc2ccccc2F)c2ccccc2n1 | 0 | -1 | 22 | -12 | -3 | 35 | -6 | 0.3 | -7 | 9
Cc1ccc(C)c(NC(=O)c2cc(C)nc3ccccc23)c1 | 0 | -1 | 6 | 8 | 7 | 2 | 0 | 0.3 | -11 | 0
CCN(CC)CCCN=Cc1c(O)n(-c2cccc(C)c2)c(=O)c2ccccc12 | -33 | -3 | -4 | 11 | 4 | 13 | 1 | 0.0 | -8 | -5
CCOC(=O)/C(C)=N/NC(=O)c1ccc([N+](=O)[O-])cc1 | -5 | -5 | 1 | 4 | -3 | 44 | -2 | 0.0 | 8 | 0
COCCCNC(=O)c1c(N)n(-c2ccc3c(c2)OCO3)c2nc3ccccc3nc12 | 10 | -3 | 5 | 1 | -3 | 4 | 10 | 0.1 | -4 | -10
CC(C)Oc1ccc(S(=O)(=O)N2CCOCC2)cc1NC(=O)c1ccc(N2CCCC2=O)cc1 | 1 | -2 | 0 | -1 | -1 | 19 | 2 | -0.4 | -11 | -4
Cc1cc(C)cc(NC(=S)N2CCN(C(=O)c3ccco3)CC2)c1 | 6 | 2 | 2 | 1 | 0 | 7 | -6 | -0.8 | -14 | -5
O=C(O)c1ccc(CSc2nnc(-c3cccnc3)n2-c2ccc(Br)cc2)cc1 | -21 | 5 | 4 | 0 | 0 | 7 | 1 | -0.2 | -3 | -2
CNc1c(NS(=O)(=O)c2ccc(F)cc2)c(=O)oc2ccccc12 | -24 | 2 | 4 | 2 | 0 | 12 | -6 | -0.8 | -6 | -7
CC(NC(=O)Nc1ccc(Cl)cc1)c1ccccc1 (centres undefined) | 14 | 0 | -5 | 0 | -3 | 6 | -3 | -8.6 | -34 | 5
Cc1cc(NC(=O)c2cc(Cl)ccc2Cl)no1 | -39 | 0 | -1 | -4 | 0 | 4 | 0 | 0.0 | 1 | 7
Cc1cccc(C(=O)Nc2nccs2)c1[N+](=O)[O-] | 2 | -1 | -4 | -1 | 3 | 12 | 13 | -0.2 | -11 | -2
CCOC(=O)C1CCN(C(=O)CSc2ccccc2Cl)CC1 | 3 | 0 | 16 | -1 | 4 | 26 | -3 | 0.0 | -3 | 5
Cc1ccc(-c2nc(SCC(=O)NCC3CCCO3)c(-c3ccc(C)cc3)[nH]2)cc1 (centres undefined) | -6 | -1 | -14 | -2 | -2 | 26 | -6 | -0.1 | 7 | 0
O=C(Nc1ccccc1Cl)c1cccc(NC(=O)c2cccs2)c1 | -25 | 1 | -2 | -1 | -9 | 18 | -6 | 0.6 | -62 | -2
Cc1ccc(NC(=S)N2CCCN(Cc3ccc(F)cc3)C2)c(C)c1 | -7 | 0 | . | 2 | 5 | 9 | 7 | . | 10 | .
O=C(CSc1nc2ccccc2c(=O)n1CCCC(=O)N1CCCC1)NCc1ccco1 | 18 | 1 | 4 | -3 | 2 | 30 | -1 | -0.2 | -38 | -5
O=C1C=CC(=O)N1c1ccc(OC(F)F)cc1 | . | . | . | -4 | 2 | . | -2 | . | 2 | .
COc1ccc(C(=O)N/C(=C\c2cn(C)c3ccccc23)C(=O)NCCCN2CCOCC2)cc1OC | 13 | 0 | -12 | -11 | -3 | -8 | 6 | -0.5 | -36 | 2
Cc1ccc(S(=O)(=O)NNC(=O)Nc2ccc([N+](=O)[O-])cc2)c(C)c1 | 8 | 2 | 6 | -1 | 1 | 15 | 1 | 0.0 | -28 | -9
COC(=O)c1ccc2c(=O)n(CC3CCCO3)c(SCC(=O)Nc3ccc(OC)cc3OC)nc2c1 (centres undefined) | -10 | 2 | 3 | -1 | 2 | 8 | -2 | 0.2 | 1 | -8
CCOC(=O)c1c(NC(=O)CSC(=S)N(C)C)sc(C)c1C | 4 | 2 | 85* | . | -1 | 6 | 4 | -0.2 | -9 | 48
Cc1ccc(-c2[nH]nc3c2C(c2ccccc2OC(=O)N2CCOCC2)C(C#N)=C(N)O3)cc1 (centres undefined) | . | . | . | 1 | 0 | . | 0 | . | -3 | .
O=S(=O)(c1cccc2nsnc12)N1CCc2ccccc2C1 | 9 | 1 | 2 | 1 | -1 | 3 | -3 | 0.4 | -1 | 7
O=C(CN(Cc1ccc(Br)cc1)S(=O)(=O)c1ccccc1)NCc1ccncc1 | 12 | 2 | 7 | 3 | -4 | 7 | -3 | -0.6 | -25 | 0
O=C(c1ccccc1)N(NC(=O)C(O)(c1ccccc1)c1ccccc1)c1cccc(F)c1 | -11 | 1 | 18 | -2 | 3 | 33 | 8 | 0.2 | 3 | 10
O=C(OCC(=O)N1CCN(c2ccccc2)CC1)c1cnc(Cl)c(Cl)c1 | 2 | 0 | -23 | -2 | -5 | 26 | -7 | -0.8 | 13 | -12
Cc1nn(C)c(C)c1C1C(C#N)=C(N)OC2=C1C(=O)CCC2 (centres undefined) | -21 | 1 | 3 | . | 8 | 8 | 4 | . | -7 | -2
O=C(N/N=C/CCc1ccccc1)C1CCCCC1 | -11 | 2 | -3 | 4 | 0 | 30 | 2 | 0.1 | -1 | -3
COc1cc(NC(=O)c2sc3ncn(CC(=O)N4CCC(C)CC4)c(=O)c3c2C)cc(OC)c1OC | -13 | 2 | 10 | -1 | -1 | 1 | 1 | 0.1 | -36 | 1
CCOC(=O)N1CCN(S(=O)(=O)c2ccc(C)cc2)C1 | -1 | 0 | -22 | -1 | 0 | 40 | 2 | -0.2 | -31 | -2
CCOC(=O)C(=NC1CCS(=O)(=O)C1)NNc1cc(Cl)ccc1Cl (centres undefined) | 10 | 1 | 10 | -1 | 5 | 36 | -2 | 0.4 | -35 | 0
COc1ccc(C(=O)CN2C(=O)NC3(CCCCCC3)C2=O)c(OC)c1 | -20 | 0 | -18 | -4 | . | 9 | . | 1.1 | . | 8
Fc1ccc(CNn2cnnc2SCc2ccc(F)cc2)cc1 | -18 | -8 | -7 | 7 | 2 | 7 | 0 | -0.2 | -8 | 1
CCC/C(C)=N/NC(=O)c1ccccc1O | -53 | 3 | -4 | 1 | -2 | 1 | -4 | -0.4 | -22 | -3
CCC1C(=O)n2nc(-c3ccccc3)cc2N=C1C (centres undefined) | -143 | 1 | 29 | -1 | -2 | 31 | -5 | 1.1 | -98 | 11
COc1ccc(N(CC(=O)Nc2ccc(OC)cc2OC)S(=O)(=O)c2ccccc2)cc1 | -9 | -1 | 22 | -3 | 5 | 26 | 4 | -0.4 | -10 | 3
COC(=O)c1ccccc1NC(=O)c1cc(C2CC2)on1 | -48 | -1 | -9 | -1 | 3 | 15 | 12 | 0.5 | 0 | 6
CC1CC(C)CN(C(=O)c2ccc(C(=O)c3ccccc3)cc2)C1 (centres undefined) | 11 | 0 | -10 | 0 | . | 25 | . | -0.9 | . | 0
Cc1ccccc1CN(c1ccc(C(=O)N/N=C/c2ccc(OCC(N)=O)cc2)cc1)S(C)(=O)=O | 3 | 3 | -7 | 0 | -3 | -12 | -1 | 0.0 | -30 | 3
N/C(=N\OC(=O)c1cccs1)c1cccc(Br)c1 | -128 | 0 | 27 | 2 | 1 | -17 | 5 | 3.7 | 8 | 28
Cc1nn2c(NCc3cccnc3)c3c(nc2c1-c1ccccc1)CCC3 | . | -3 | . | -1 | -3 | 11 | -2 | . | -26 | .
COc1ccc(CCC2(C)NC(=O)NC2=O)cc1 (centres undefined) | 27 | -3 | -6 | 0 | 2 | 28 | -1 | . | -30 | -5
Cc1ccc(Cl)cc1N(CC(=O)NCc1ccccc1)S(C)(=O)=O | 25 | -4 | 10 | -1 | -1 | 15 | -1 | -1.5 | -35 | 1
Cn1cc(S(=O)(=O)N2CCCC2)cc1C(=O)N1CCN(c2cccc(Cl)c2)CC1 | 3 | -2 | 7 | 0 | 0 | 16 | -4 | 0.0 | -23 | 10

Screening results deposited in PubChem by several laboratories.
